# Compound activity deposited in PubChem BioAssay by several laboratories.
# PHOSPHO1 block: inhibitors of human PHOSPHO1 phosphatase; Q8TCT1; inhibition, % at 13.3 µM; recombinant PHOSPHO1, absorbance phosphatase assay; hit rate 1.1% among 290,000; in the data active = inhibition above about 60%
# Target sequence (Q8TCT1 whole entry, looked up): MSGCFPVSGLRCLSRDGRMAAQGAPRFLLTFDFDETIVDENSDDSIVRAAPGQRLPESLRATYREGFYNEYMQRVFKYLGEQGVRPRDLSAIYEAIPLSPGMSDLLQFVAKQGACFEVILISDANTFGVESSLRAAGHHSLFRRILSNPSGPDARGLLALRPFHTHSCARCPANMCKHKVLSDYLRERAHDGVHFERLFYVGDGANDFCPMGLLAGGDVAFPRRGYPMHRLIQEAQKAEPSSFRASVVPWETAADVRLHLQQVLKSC
# IDE cell activ: boosts human insulin-degrading enzyme activity in HEK cells. P14735. FAbeta-B cleavage, fluorescence polarization; 0% vehicle, 100% cell-free pure enzyme wells. activation, % at 5.96 µM. hit rate 0.073% among 340,000. AID 493087;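 active = activation above the mean of all tested compounds plus 3 SD, set per screening campaign, cut at about 17% in these data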
# IMP-1 inh: blocks Pseudomonas aeruginosa IMP-1 metallo-beta-lactamase; inhibition, % at 5.6 µM; AID 1556; purified IMP-1, nitrocefin hydrolysis, epi-absorbance fluorescence; hit rate 0.45% among 290,000;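 active = inhibition above the mean plus 3 SD of all compounds in the same screening run, cut at about 4.5% in these data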;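 note: 0% = IMP-1 with DMSO and 100% = DMSO wells lacking enzyme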
#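 Assay system: purified IMP-1; Quantity: IMP-1 0.2 nM before substrate addition; Medium: HEPES buffer pH 7.1 with ZnSO4 and Brij 35; Incubation: 15 min enzyme–compound preincubation, then 25 min nitrocefin reaction, 25 °C; Signal: fluorescence quenching readout, ex 480/em 530 nm; Controls: DMSO with and without IMP-1; Repeats: singlicate testing.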
# VIM-2 inh: blocks Pseudomonas aeruginosa VIM-2 metallo-beta-lactamase. purified VIM-2, nitrocefin hydrolysis, epi-absorbance fluorescence. inhibition, % at 5.6 µM. hit rate 0.89% among 290,000. AID 1527;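 active = inhibition above the mean of all tested compounds plus 3 SD, cutoff set per screening run, cut at about 7.5% in these data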;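 note: red hydrolysis product quenches plate fluorescence so inhibitors raise well fluorescence; 0% = enzyme with DMSO and 100% = DMSO without enzyme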
# HCV NS3 hel inh: HCV NS3 helicase inhibition; inhibition, % at 10.9 µM; NS3 helicase DNA unwinding, Cy5 molecular beacon fluorescence; hit rate 0.56% among 290,000;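 active = inhibition above the mean of all tested compounds plus 3 SD, set per campaign, cut at about 35% in these data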;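 note: 0% = DMSO wells and 100% = thioflavine S control wells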
#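 Control set: DMSO versus 110 µM thioflavine S; Material: NS3 helicase fragment of HCV; Measured by: Cy5 fluorescence at 0 and 60 min, beacon hairpin quenching; Read-out basis: percent inhibition from t60/t0 fluorescence ratio; Times: reaction time 60 min, 25 °C; Repeats: single replicate; Compound dosing: single dose, 10.9 µM nominal final, DMSO 0.8% final.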
# DNA FID counter: counter-screen for HCV NS3 helicase inhibitors: DNA intercalator displacement. DNA fluorescent intercalator displacement, fluorescence. inhibition, % at 7.9 µM. hit rate 0.17% among 290,000. AID 1845; in the data active = inhibition above about 37%;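 note: 0% = vehicle and 100% = reference compound; higher means more ethidium bromide displaced from hairpin DNA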
# p-CIP stab down: p/CIP protein destabilization. hit rate 0.01% among 290,000. F442A p/CIP-EGFP cells, EGFP fluorescence, 16 h. Q05BA5. decrease of EGFP signal, % at 10 µM. AID 1984;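 active = EGFP signal decrease of at least 30% at 10 µM or well 3 SD below plate mean, unless failing retest; inactive = the rest, including hits failing retest or dose response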; note: some compounds called inactive have numbers as strong as hits; many of its hits are not listed in these tables
# MEKK3 PB1 HTS: MEKK3-MEK5 PB1 interaction, increase or decrease; Q99759; bead-based flow cytometry, Alexa488-MEK5 binding to MEKK3; actives lie on both sides; 0 = blocked by unlabeled MEK5, 100 = vehicle; binding response (% of control), % at 10 µM; hit rate 1.4% among 290,000;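 active = binding response more than 3 SD above or below the average of its plate-row segment, actives on both sides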;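 note: Alexa488 bead fluorescence after subtracting the streptavidin-only scavenger bead signal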
# Target sequence (Q99759 whole entry, looked up): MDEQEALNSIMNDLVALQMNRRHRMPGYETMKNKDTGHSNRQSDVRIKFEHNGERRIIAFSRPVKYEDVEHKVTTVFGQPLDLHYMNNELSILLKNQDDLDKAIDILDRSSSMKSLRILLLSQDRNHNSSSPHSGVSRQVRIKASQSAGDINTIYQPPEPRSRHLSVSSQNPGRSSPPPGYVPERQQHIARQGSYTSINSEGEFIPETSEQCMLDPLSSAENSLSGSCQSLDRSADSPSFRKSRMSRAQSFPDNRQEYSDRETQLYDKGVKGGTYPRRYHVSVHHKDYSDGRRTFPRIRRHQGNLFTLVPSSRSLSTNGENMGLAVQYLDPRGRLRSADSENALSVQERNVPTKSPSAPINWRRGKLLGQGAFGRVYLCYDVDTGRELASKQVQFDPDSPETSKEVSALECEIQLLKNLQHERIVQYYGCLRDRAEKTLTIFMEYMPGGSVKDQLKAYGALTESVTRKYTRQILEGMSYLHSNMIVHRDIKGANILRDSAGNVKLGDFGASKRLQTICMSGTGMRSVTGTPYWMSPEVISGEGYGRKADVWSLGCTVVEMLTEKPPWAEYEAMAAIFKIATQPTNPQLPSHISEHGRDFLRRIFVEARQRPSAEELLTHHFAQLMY
# UBC9 SUMO inh: inhibitors of human SUMOylation (UBC9) | P63279 | HTRF SUMOylation assay, SAE1/SAE2 + UBC9, in vitro | inhibition, % at 35 µM | hit rate 0.36% among 290,000; in the data active = inhibition above about 50%, passing the limit was not always enough; note: strong numbers were not always called active
# Starred values were filed as active, the others as inactive; nt = not tested or not shown. This is a subset; rates above refer to the full screens.
# The opening 9 compounds, to show the layout:
SMILES	PHOSPHO1 block	IDE cell activ	IMP-1 inh	VIM-2 inh	HCV NS3 hel inh	DNA FID counter	p-CIP stab down	MEKK3 PB1 HTS	UBC9 SUMO inh
Cc1cc(C)c2c(n1)sc1c(N3CCN(CCO)CC3)ncnc12	31	3	2.0	12*	4	6	2	100	14
O=C1CCc2cc(S(=O)(=O)N3CCN(C(=O)c4ccco4)CC3)ccc2N1	16	3	0.8	-1.8	2	-1	2	81	-17
COc1ccc(-c2csc(NC(C)=O)n2)cc1OC	16	1	1.6	1.1	3	-3	8	100	0
Cc1cccc(C(=O)N/C(=C\c2ccco2)C(=O)N2CCCCCC2)c1	35	0	-1.1	-3.5	28	-39	-4	103	15
Cc1nnc(SCC(=O)Nc2ccc3c4c(cccc24)CC3)n1C	23	1	-3.1	0.4	-11	-6	6	102	-2
COc1ccc(/C=N/NC(=O)CCCCCNC(=O)c2ccccc2)cc1	-26	3	-3.3	-2.9	-18	-14	6	97	5
CCOC(=O)c1csc(N/N=C2\CCc3ccccc32)n1	-7	-1	-3.0	-5.5	-15	-16	2	91	-4
COc1cc2c(cc1OC)C1=NC(=O)CN1C(SCc1ccccc1)=N2	20	1	-1.4	-0.5	-6	-1	-10	105	-6
CC(=O)Nc1ccc2nc(NC(=O)COc3cccc(C)c3)sc2c1	9	1	0.6	-1.9	-14	-9	-4	100	8

# Results (from the top)
SMILES	PHOSPHO1 block	IDE cell activ	IMP-1 inh	VIM-2 inh	HCV NS3 hel inh	DNA FID counter	p-CIP stab down	MEKK3 PB1 HTS	UBC9 SUMO inh
Cc1cc(C)c2c(n1)sc1c(N3CCN(CCO)CC3)ncnc12	31	3	2.0	12*	4	6	2	100	14
O=C1CCc2cc(S(=O)(=O)N3CCN(C(=O)c4ccco4)CC3)ccc2N1	16	3	0.8	-1.8	2	-1	2	81	-17
COc1ccc(-c2csc(NC(C)=O)n2)cc1OC	16	1	1.6	1.1	3	-3	8	100	0
Cc1cccc(C(=O)N/C(=C\c2ccco2)C(=O)N2CCCCCC2)c1	35	0	-1.1	-3.5	28	-39	-4	103	15
Cc1nnc(SCC(=O)Nc2ccc3c4c(cccc24)CC3)n1C	23	1	-3.1	0.4	-11	-6	6	102	-2
COc1ccc(/C=N/NC(=O)CCCCCNC(=O)c2ccccc2)cc1	-26	3	-3.3	-2.9	-18	-14	6	97	5
CCOC(=O)c1csc(N/N=C2\CCc3ccccc32)n1	-7	-1	-3.0	-5.5	-15	-16	2	91	-4
COc1cc2c(cc1OC)C1=NC(=O)CN1C(SCc1ccccc1)=N2	20	1	-1.4	-0.5	-6	-1	-10	105	-6
CC(=O)Nc1ccc2nc(NC(=O)COc3cccc(C)c3)sc2c1	9	1	0.6	-1.9	-14	-9	-4	100	8
COc1ccc(C2(C(=O)Nc3c(C)n(C)n(-c4ccccc4)c3=O)CCCC2)cc1OC	-4	8	-4.5	-2.8	7	-10	2	108	2
Cc1ccc(/C=N/NC(=O)c2cccc3ccccc23)o1	-9	-1	-4.0	-0.7	6	-7	-2	99	-3
Cc1cc(Br)ccc1SCC(=O)OCC(=O)c1c(N)n(C)c(=O)n(C)c1=O	-1	-3	-2.4	-2.4	-14	-12	-8	99	9
Cc1cc(C(=O)N2CCN(Cc3ccc4c(c3)OCO4)CC2)cs1	-2	1	-1.4	0.1	8	-11	12	109	-3
COc1cc2c(cc1OC)C(C(=O)Nc1ccccc1N1CCN(C)CC1)C1c3ccccc3CCN1C2=O (stereo not given)	27	2	-4.8	-7.0	-14	12	-25	109	20
CC1(c2ccccc2)NC(=O)N(NC(=O)CSc2n[nH]c(N)n2)C1=O (stereo not given)	-10	10	-2.9	-3.9	-3	-1	8	103	18
CN(C)c1cc(C(F)(F)F)nc(-c2ccccn2)n1	3	7	-2.6	-4.1	-5	-3	-4	109	9
COc1ccc(CN(C)C(=O)C23CC4CC(CC(C4)C2)C3)c(OC)c1	23	3	-1.4	0.8	-4	-43	-20	101	-14
CNS(=O)(=O)c1ccc2nc(NC(=O)c3ccc(N4C(=O)CCC4=O)cc3)sc2c1	-47	-4	-0.7	0.6	-1	-16	6	97	7
Cc1ccc(/C=C/C(=O)NCCCN2CCN(CCCNC(=O)/C=C/c3ccc(C)cc3)CC2)cc1	-9	1	-3.6	-1.8	-21	1	-17	111	6
COc1ccc(Nc2nc(N)nc(COc3ccc(OC)cc3)n2)cc1	18	2	0.3	-3.0	6	-14	-7	106	11
CC1(C)Cc2ccccc2-c2c1c(=O)n(-c1ccccc1)c1nnnn21	nt	nt	-0.8	-3.3	-2	-4	nt	nt	nt
CCn1cc(C(=O)N2CCN(c3ccccc3OC)CC2)c2cc(OC)c(OC)cc2c1=O	4	-5	-1.8	-2.3	2	-42	5	101	1
C[n+]1cccc(CNC(=O)/C=N/O)c1	-83	5	-1.1	-1.9	-6	5	2	100	-6
Cc1ccc(/C=N/NC(=O)CNC(=O)c2ccc(S(=O)(=O)N3CCCC3)cc2)o1	27	-8	-0.6	0.1	-1	-8	-11	nt	18
COc1ccccc1NC(=O)N1CCC(C(=O)c2ccc(F)cc2)CC1	11	-3	-2.5	-2.9	-1	-13	-17	103	12
CCOc1ccc(C(C)NC(=S)NC2CCCCC2)cc1 (stereo not given)	8	1	-3.8	-3.2	10	-15	0	104	-1
COc1ccc(OC(C)C(=O)N(C)Cc2nc(-c3ccc(C)cc3)no2)cc1 (stereo not given)	22	1	-5.9	-3.0	-6	-36	4	101	2
Cc1ccc(C)n1-c1sc2c(c1C(=O)O)CCCC2	5	-1	-2.7	-2.3	33	-20	0	98	15
NC(=O)N/N=C1\CCS(=O)(=O)c2ccc(F)cc21	23	0	-3.0	1.4	-2	-2	-5	101	18
O=[N+]([O-])c1ccc(Nc2ccc(F)cc2)cc1	29	3	-0.9	-1.8	-6	8	-3	96	14
COc1cccc(OC)c1C(=O)NN1CCCCC1	-13	2	-0.3	-0.5	-5	2	-12	105	-8
CCO[C@H]1OC(C(=O)NCc2ccccc2)=C[C@@H](c2cn(C(C)=O)c3ccccc23)[C@@H]1CCCO	0	3	-2.2	-2.2	-13	-28	-1	110	-19
O=C1CN(C(=O)c2cc([N+](=O)[O-])ccc2Cl)C(c2ccc(F)cc2)c2cc(F)ccc2N1 (stereo not given)	3	0	-1.2	-2.1	14	-6	-5	100	3
CC(C)CCNC(=O)C1CCCN(S(=O)(=O)c2ccc(-n3cnnn3)cc2)C1 (stereo not given)	6	5	-1.8	-0.8	0	-15	-13	102	3
S=C(Nc1ccc2nc(-c3ccccn3)c(-c3ccccn3)nc2c1)N1CCOCC1	-91	3	-2.6	-3.5	5	-28	-22	96	52
O=C(O)CCC(=O)N1CCc2cc(S(=O)(=O)N(CCc3ccccc3)Cc3ccccc3)ccc21	-4	0	-0.1	-1.0	-6	-35	9	91	12
COCCOC(=O)c1[nH]c2c(c1C)C(=O)C(C(=O)OC)C(C)C2 (stereo not given)	-3	-6	-1.6	0.0	6	-5	-1	100	-5
CCc1nc(N2CCCCC2)c2oc3ccccc3c2n1	31	-2	-3.3	-1.3	2	-6	-4	88	10
COc1ccc(CCNC(=O)Cc2ccccc2)cc1OC	20	5	-1.1	-0.7	2	-3	3	105	13
Clc1ccc(OCc2nc(-c3ccccn3)n[nH]2)cc1	4	5	-3.3	-2.5	12	-11	-11	79	-6
COc1ccc(CCn2nnnc2C(c2ccccc2)N2CCN(C)CC2)cc1OC (stereo not given)	20	-6	-3.1	-3.0	0	5	-8	nt	16
CCCCOc1ccc(C2(C(=O)O)CCCC2)cc1	-21	3	-0.8	-0.3	0	-10	-5	100	30
c1ccc(SCc2nc(-c3ccncc3)no2)cc1	5	4	1.1	-0.2	1	-6	9	101	-7
C/C(=N\O)C(C)(C)Nc1ccccc1F	27	2	-1.2	-2.0	0	-1	-1	102	9
O=C(c1ccc(F)cc1F)C1CCN(c2ccc([N+](=O)[O-])cn2)CC1	34	nt	-1.2	1.2	0	-1	-19	94	11
CC(=O)n1cc(N(C(=O)CCl)c2ccc([N+](=O)[O-])cc2)c2ccccc21	24	-3	-1.9	-1.2	-7	3	12	96	9
O=C(NCC1CCCO1)c1sc2cc(Cl)ccc2c1Cl (stereo not given)	-12	0	-3.1	-2.1	-11	-5	-7	96	4
O=C(COc1ccc(Br)cc1)N(Cc1ccco1)C1CCS(=O)(=O)C1 (stereo not given)	53	3	-2.9	-3.7	1	-29	-6	101	7
CCOC(=O)c1ccc(NC(=O)C2C3CCC(C3)C2C(=O)O)cc1 (stereo not given)	-17	-1	-1.9	0.2	-3	-3	3	110	2
O=C(C1CCCCC1)N1CCCn2c1nc1ccccc12	20	1	2.2	-0.8	-2	-4	-7	67	4
Cc1cc(NS(=O)(=O)c2ccc(NC(=O)c3ccco3)cc2)no1	-25	5	-4.2	-2.3	3	1	-9	95	12
CCN1C(=O)C(CC(=O)Nc2ccccc2)S/C1=N\c1ccccn1 (stereo not given)	42	2	-1.2	-0.9	-14	-3	3	103	12
O=C1CCC([N+](=O)[O-])C(c2cccc(Cl)c2Cl)N1 (stereo not given)	25	5	-2.2	-2.9	1	2	5	104	10
O=C(CSc1nnc(-c2ccc(S(=O)(=O)N3CCCC3)cc2)o1)NCc1ccco1	26	-2	-1.7	1.5	6	-10	-6	94	9
N#Cc1nc(Cc2ccccc2)oc1NCCCn1ccnc1	-2	2	-2.9	0.4	-1	5	9	102	6
CC1(C)CC(=O)C(CC(=O)NC2CCCc3ccccc32)C(=O)C1 (stereo not given)	-26	-4	-3.0	-2.9	-6	-10	-9	107	11
Cc1ccc(C2=NOC(C)(c3nnc(-c4ccc(F)cc4)o3)C2)cc1 (stereo not given)	31	4	nt	nt	nt	nt	5	104	-4
CC1Cc2ccccc2N1C(=O)CSc1nnnn1-c1ccc2c(c1)OCCO2 (stereo not given)	3	2	-3.9	-0.5	-10	-1	-5	109	-9
N#Cc1ccc(/C=N/NC(=O)c2cccc(S(=O)(=O)N3CCOCC3)c2)cc1	4	6	-2.2	-0.1	-4	1	-1	98	5
